Screening results (PubChem)
BioA inh: blocks M. tuberculosis BioA enzyme activity. purified M. tuberculosis BioA enzyme, plate reader. inhibition, % at 9.99 µM. actives 0.096% (n = 360,000). AID 602481; in the data active means inhibition above about 40%
* hit, by the source's call. These rows are one share of the data; rates above refer to the full screens.

SMILES	BioA inh
Cc1noc(C)c1NC(=O)N(C)C[C@@H]1OCCCC[C@H](C)Oc2ccc(NC(=O)C3CCCCC3)cc2C(=O)N([C@@H](C)CO)C[C@@H]1C	1.7
CN(C)CCCCNC(=O)[C@@H]1C[C@@H]2C(=O)N[C@@H](CCCCN(C)C)C(=O)N2[C@@H]1c1ccc(O)cc1	0.1
C[C@H]1CN([C@@H](C)CO)C(=O)c2cccc(N(C)C)c2O[C@H]1CN(C)S(C)(=O)=O	-0.8
COc1cccc(S(=O)(=O)N2CC[C@H]3[C@H](CO)Nc4ccc(C#Cc5ccccc5)cc4[C@H]32)c1	-0.2
O=C(N[C@@H]1CC[C@@H](CC(=O)N2CCc3ccccc3C2)O[C@H]1CO)C1CCC1	-4.2
O=C(C[C@H]1CC[C@H]2[C@@H](COC[C@@H](O)CN2Cc2cc(F)ccc2F)O1)N[C@@H]1CCN(Cc2ccccc2)C1	0.7
CCC(=O)N(C)C[C@H]1Oc2ncc(-c3ccc(C#N)cc3)cc2C(=O)N([C@@H](C)CO)C[C@H]1C	-4.2
CO[C@H]1CN(C)C(=O)c2ccc(NC(=O)c3cccc(F)c3)cc2OC[C@@H](C)N(C(C)=O)C[C@@H]1C	4.2
CCNC(=O)[C@@H]1[C@@H](CO)[C@@H]2Cn3c(ccc(-c4ccccc4F)c3=O)[C@@H]2N1CC1CC1	1.2
COCC(=O)N1CCCCN2[C@H](CO)[C@@H](c3ccc(C#Cc4ccc(OC)cc4)cc3)[C@@H]2C1	0.8
O=C(Nc1ccc2c(c1)[C@@H]1C[C@@H](CC(=O)N3CCCCC3)O[C@@H](CO)[C@@H]1O2)NC1CCCC1	-1.2
CN(C)C(=O)C[C@H]1CC[C@@H]2[C@H](COC[C@H](O)CN2Cc2ccc(C(F)(F)F)cc2)O1	-0.1
COc1ccc(NC(=O)Nc2ccc3c(c2)[C@@H]2C[C@H](CC(=O)NC4CCCC4)O[C@@H](CO)[C@@H]2O3)cc1	-0.7
COc1ccc(-c2cnc3c(c2)C(=O)N([C@H](C)CO)C[C@@H](C)[C@H](CN(C)C(=O)CN(C)C)O3)cc1	-2.3
O=C(C[C@@H]1CC[C@H](NC(=O)C2CCC2)[C@@H](CO)O1)NCC1CC1	-0.7
COc1ccccc1C#Cc1ccc2c(c1)O[C@@H](CN(C)Cc1cccnc1)[C@@H](C)CN([C@H](C)CO)S2(=O)=O	-1.1
O=C(C[C@@H]1CC[C@@H]2[C@H](COC[C@@H](O)CN2C(=O)c2cccnc2)O1)Nc1ccc(-c2ccccc2)cc1	-1.2
C[C@H](CO)N1C[C@H](C)[C@H](CN(C)C)Oc2c(NC(=O)c3cnccn3)cccc2C1=O	-3.9
CC=Cc1ccc2n(c1=O)C[C@@H]1[C@@H](CO)[C@H](C(=O)N3CCCCC3)N(C(=O)CC)[C@H]21 (mixture of isomers)	-1.8
CO[C@H]1CN(C)C(=O)c2cc(NS(=O)(=O)c3ccccc3)ccc2OC[C@H](C)N(C(=O)NC(C)C)C[C@@H]1C	-0.5

A few values from the results shown.
O=C(C[C@@H]1CC[C@@H]2[C@H](COC[C@@H](O)CN2C(=O)c2cccnc2)O1)Nc1ccc(-c2ccccc2)cc1 in BioA inh → -1.2
COc1ccc(NC(=O)Nc2ccc3c(c2)[C@@H]2C[C@H](CC(=O)NC4CCCC4)O[C@@H](CO)[C@@H]2O3)cc1 in BioA inh → -0.7

Other compounds.
SMILES	BioA inh
C[C@H](CO)N1C[C@H](C)[C@@H](CN(C)C)Oc2ccc(NC(=O)Nc3ccc(F)cc3)cc2C1=O	-6.2
CC(C)c1ccc(NC(=O)C[C@H]2CC[C@H]3[C@@H](COc4ccc(NC(=O)c5ccno5)cc4C(=O)N3C)O2)cc1	8.2
CCCc1cn(CC[C@H]2CC[C@@H](NC(=O)C3CC3)[C@H](CO)O2)nn1	-1.0
CO[C@@H]1CN(C)C(=O)c2cc(NC(=O)Nc3ccccc3Cl)ccc2OC[C@@H](C)N(C(C)=O)C[C@H]1C	1.9
CO[C@@H]1CN(C)C(=O)c2ccc(NC(=O)NC(C)C)cc2OC[C@H](C)NC[C@@H]1C	-5.5
C[C@H]1CCCCO[C@H](CN(C)C(=O)NC2CCCCC2)[C@@H](C)CN([C@@H](C)CO)C(=O)c2cc(NS(=O)(=O)c3ccc(F)cc3)ccc2O1	0.0
C[C@H](CO)N1C[C@H](C)[C@H](CN(C)S(=O)(=O)c2ccc(Cl)cc2)Oc2ccc(NS(=O)(=O)c3cccs3)cc2C1=O	-0.7
C[C@@H]1CN([C@H](C)CO)C(=O)c2cccc(NC(=O)NC3CCCCC3)c2O[C@H]1CN(C)Cc1ccc(C(=O)O)cc1	-1.5
CC(C)NC(=O)Nc1ccc2c(c1)C(=O)N([C@@H](C)CO)C[C@H](C)[C@@H](CN(C)S(=O)(=O)c1ccccc1)OCCCC[C@@H](C)O2	-0.9
COc1ccc(S(=O)(=O)Nc2ccc3c(c2)C(=O)N([C@@H](C)CO)C[C@H](C)[C@@H](CN(C)Cc2ccc(Cl)c(Cl)c2)OCCCC[C@@H](C)O3)cc1	1.2
COc1ccc(NC(=O)Nc2ccc3c(c2)CC(=O)N([C@@H](C)CO)C[C@H](C)[C@H](CN(C)S(=O)(=O)c2cccs2)O3)cc1	-2.5
C[C@H](CO)N1C[C@H](C)[C@H](CN(C)C(=O)CN(C)C)Oc2cc(C3=CCCC3)ccc2S1(=O)=O	4.6
COCCNC(=O)C[C@@H]1CC[C@H]2[C@@H](COC[C@@H](O)CN2C(=O)c2cc(Cl)cc(Cl)c2)O1	-3.2
C[C@@H]1CN([C@@H](C)CO)C(=O)c2cc(-c3ccc(C(=O)N(C)C)cc3)cnc2O[C@@H]1CN(C)C	1.9
COc1ccc(NC(=O)Nc2ccc3c(c2)CC(=O)N([C@H](C)CO)C[C@@H](C)[C@@H](CN(C)C(=O)Nc2ccccc2)O3)cc1	-0.9
COC(=O)[C@@H]1N[C@@H]2c3ccc(C4=CCCCC4)c(=O)n3C[C@@H]2[C@H]1CO	1.8
C[C@H]1CN([C@@H](C)CO)C(=O)c2cc(C#CC3CC3)cnc2O[C@H]1CN(C)S(=O)(=O)c1cccc(F)c1	0.3
C[C@H]1CN([C@@H](C)CO)C(=O)c2cc(C#CCN(C)C)cnc2O[C@H]1CN(C)S(=O)(=O)c1ccccc1	5.3
COc1ccc(NC(=O)N(C)C[C@@H]2OCCCC[C@@H](C)Oc3ccc(NC(=O)CCCN(C)C)cc3C(=O)N([C@@H](C)CO)C[C@H]2C)cc1	-0.9
CCCC#Cc1ccc2c(c1)O[C@H](CN(C)C(=O)C1CCC1)[C@@H](C)CN([C@@H](C)CO)S2(=O)=O	0.9
COC(=O)C[C@H]1CC[C@H]2[C@@H](COc3ccc(NC(=O)Cc4cccs4)cc3C(=O)N2C)O1	-0.4
O=C(CCN1CCCCC1)NCC[C@H]1CC[C@@H](NC(=O)C2CCC2)[C@@H](CO)O1	-2.4
C[C@@H]1CCCCO[C@@H](CN(C)C(=O)Nc2ccc(F)cc2)[C@@H](C)CN([C@H](C)CO)C(=O)c2cc(N(C)C)ccc2O1	-2.8
Cc1noc(C)c1C(=O)N(C)C[C@@H]1OCc2ccccc2-c2ccccc2C(=O)N([C@H](C)CO)C[C@H]1C	-1.6
C[C@@H]1CN([C@H](C)CO)C(=O)c2cccc(NC(=O)c3ccncc3)c2O[C@H]1CN(C)Cc1ccc2c(c1)OCO2	-0.4
C[C@H]1CN([C@@H](C)CO)C(=O)c2cc(NC(=O)C3CC3)ccc2O[C@H]1CN(C)C	1.4
C[C@@H]1CN([C@H](C)CO)C(=O)c2cccc(NC(=O)Nc3ccc(C(F)(F)F)cc3)c2O[C@H]1CN(C)S(C)(=O)=O	5.3
COc1ccc(S(=O)(=O)Nc2ccc3c(c2)C(=O)N([C@H](C)CO)C[C@@H](C)[C@H](CN(C)S(=O)(=O)c2cccs2)O3)cc1	4.6
COCC#Cc1cnc2c(c1)C(=O)N([C@H](C)CO)C[C@H](C)[C@@H](CN(C)C(=O)Nc1ccccc1OC)O2	0.2
CCCNC(=O)N(C)C[C@H]1Oc2cc(C#CCOC)ccc2S(=O)(=O)N([C@H](C)CO)C[C@H]1C	-0.7
C[C@H](CO)N1C[C@H](C)[C@@H](CN(C)Cc2ccc(F)cc2)Oc2ncc(-c3cncnc3)cc2C1=O	0.3
C[C@H]1CCCCO[C@@H](CN(C)C(=O)c2ccccc2)[C@@H](C)CN([C@@H](C)CO)C(=O)c2cc(NC(=O)CCC(F)(F)F)ccc2O1	0.2
O=C(Nc1ccccc1)N1C[C@H]2[C@@H](c3ccccc31)[C@@H](CO)N2C(=O)c1cccnc1	0.3
CN1c2ccc(-c3cccc(C#N)c3)cc2[C@H]2[C@H](CCN2C(=O)CC2CC2)[C@H]1CO	65*
C[C@H](CO)N1C[C@H](C)[C@@H](CN(C)Cc2ccc(Oc3ccccc3)cc2)Oc2ccc(NC(=O)Nc3ccccc3)cc2CC1=O	-0.4
CN(Cc1ccccc1)CC(O)CC(O)c1ccccc1 (configuration not stated)	-4.5
C[C@@H]1CN([C@@H](C)CO)C(=O)c2cccc(NS(=O)(=O)c3cccs3)c2O[C@@H]1CN(C)Cc1ccc(C(=O)O)cc1	-3.9
O=C(NCc1ccncn1)[C@@H]1[C@@H](CO)[C@@H]2Cn3c(ccc(-c4ccc(F)cc4)c3=O)[C@@H]2N1CC1CC1	3.1
COC(=O)C[C@H]1CC[C@H]2[C@@H](COc3ccc(NC(=O)c4ccc(C#N)cc4)cc3C(=O)N2C)O1	-1.4
COc1cccc(-c2cnc3c(c2)C(=O)N([C@@H](C)CO)C[C@H](C)[C@@H](CN(C)Cc2ccncc2)O3)c1	-1.6
OC[C@H]1[C@@H](c2ccc(-c3cccnc3)cc2)[C@H]2CN(CC3CCOCC3)CCCCN21	6.5
C[C@H]1CN([C@@H](C)CO)C(=O)c2cccc(NC(=O)Nc3ccccc3)c2O[C@@H]1CN(C)Cc1ccc(C(=O)O)cc1	-2.9
OC[C@@H]1Nc2ccc(-c3ccccc3)cc2[C@H]2[C@@H]1CCN2Cc1ccc(F)cc1	1.2
O=C(NCc1ccccn1)[C@H]1[C@H](CO)[C@H]2Cn3c(cccc3=O)[C@H]2N1CCc1ccccc1	1.0
COc1ccccc1-c1ccc([C@H]2[C@@H](CO)N3CCCCN(Cc4ccncc4)C[C@@H]23)cc1	-1.0
COc1ccccc1C#Cc1ccc2c(c1)[C@@H]1[C@@H](CCN1C(=O)c1ccccc1)[C@@H](CO)N2	-1.2
CN(C)CCCNC(=O)C[C@H]1C=C[C@@H](NS(=O)(=O)c2ccc(F)cc2)[C@@H](CO)O1	0.8
CC(C)C#Cc1cnc2c(c1)C(=O)N([C@@H](C)CO)C[C@@H](C)[C@H](CN(C)C(=O)Nc1ccc(F)cc1)O2	-0.7
C[C@@H]1CN([C@@H](C)CO)S(=O)(=O)c2ccc(Br)cc2O[C@@H]1CN(C)S(=O)(=O)c1ccccc1	-2.6
COc1ccc(C(=O)Nc2ccc3c(c2)C(=O)N(C)[C@H]2CC[C@@H](CC(=O)NCC4CC4)O[C@H]2CO3)cc1	2.6
O=C(c1ccncc1)N1CCCCN2[C@@H](CO)[C@H](c3ccc(-c4ccccc4)cc3)[C@@H]2C1	-3.5
COc1ccc(NC(=O)N(C)C[C@@H]2Oc3ccc(NS(=O)(=O)c4cccs4)cc3CC(=O)N([C@@H](C)CO)C[C@H]2C)cc1	1.2
C[C@H](CO)N1C[C@H](C)[C@H](CN(C)S(=O)(=O)c2cccs2)OCCCC[C@H](C)Oc2ccc(NC(=O)CCC(F)(F)F)cc2C1=O	0.8
Cc1ccc(S(=O)(=O)Nc2cccc3c2O[C@@H](CN(C)Cc2ccc(C(=O)O)cc2)[C@H](C)CN([C@@H](C)CO)C3=O)cc1	3.1
COc1ccc(CNC(=O)C[C@H]2C=C[C@@H](NC(=O)Nc3ccc4c(c3)OCO4)[C@H](CO)O2)cc1	-0.6
Cc1ccccc1-c1ccc([C@@H]2[C@H]3CN(S(=O)(=O)c4cn(C)cn4)CCCCN3[C@H]2CO)cc1	-2.0
Cc1noc(C)c1NC(=O)Nc1ccc2c(c1)CC(=O)N([C@H](C)CO)C[C@@H](C)[C@H](CN(C)S(=O)(=O)c1c(C)noc1C)O2	1.2
CCCC#Cc1cnc2c(c1)C(=O)N([C@@H](C)CO)C[C@H](C)[C@H](CN(C)C(=O)c1ccccc1)O2	-0.8
COCC(=O)N1[C@@H]2c3ccc(C4=CCCC4)c(=O)n3C[C@@H]2[C@@H](CO)[C@@H]1C(=O)N1CCCCC1	-1.4
N#C[C@@H]1[C@@H](c2ccc(-c3ccc(F)cc3)cc2)[C@@H](CO)N1S(=O)(=O)Cc1ccccc1	-1.4
C[C@@H]1CN([C@H](C)CO)C(=O)c2cccc(NC(=O)Nc3ccc4c(c3)OCO4)c2O[C@@H]1CN(C)Cc1ccncc1	1.1

Reformatted: ten of the compounds above
Molecule | BioA inh
COc1ccc(NC(=O)N(C)C[C@@H]2Oc3ccc(NS(=O)(=O)c4cccs4)cc3CC(=O)N([C@@H](C)CO)C[C@H]2C)cc1 | 1.2
C[C@H](CO)N1C[C@H](C)[C@H](CN(C)S(=O)(=O)c2cccs2)OCCCC[C@H](C)Oc2ccc(NC(=O)CCC(F)(F)F)cc2C1=O | 0.8
Cc1ccc(S(=O)(=O)Nc2cccc3c2O[C@@H](CN(C)Cc2ccc(C(=O)O)cc2)[C@H](C)CN([C@@H](C)CO)C3=O)cc1 | 3.1
COc1ccc(CNC(=O)C[C@H]2C=C[C@@H](NC(=O)Nc3ccc4c(c3)OCO4)[C@H](CO)O2)cc1 | -0.6
Cc1ccccc1-c1ccc([C@@H]2[C@H]3CN(S(=O)(=O)c4cn(C)cn4)CCCCN3[C@H]2CO)cc1 | -2.0
Cc1noc(C)c1NC(=O)Nc1ccc2c(c1)CC(=O)N([C@H](C)CO)C[C@@H](C)[C@H](CN(C)S(=O)(=O)c1c(C)noc1C)O2 | 1.2
CCCC#Cc1cnc2c(c1)C(=O)N([C@@H](C)CO)C[C@H](C)[C@H](CN(C)C(=O)c1ccccc1)O2 | -0.8
COCC(=O)N1[C@@H]2c3ccc(C4=CCCC4)c(=O)n3C[C@@H]2[C@@H](CO)[C@@H]1C(=O)N1CCCCC1 | -1.4
N#C[C@@H]1[C@@H](c2ccc(-c3ccc(F)cc3)cc2)[C@@H](CO)N1S(=O)(=O)Cc1ccccc1 | -1.4
C[C@@H]1CN([C@H](C)CO)C(=O)c2cccc(NC(=O)Nc3ccc4c(c3)OCO4)c2O[C@@H]1CN(C)Cc1ccncc1 | 1.1
